hERG WT inh: KCNH2 (human, wildtype) channel inhibition | AID 720551 | 340,000 tested, 0.37% active | activity change, % at 1.84 µM | U2OS, BacMam KCNH2, thallium flux FluxOr; hits give low values;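 active = maximum activity change below -70%; inconclusive = maximum activity change between -70% and -50%; inactive = maximum activity change above -50%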; also: % is scaled to controls: 0 for no effect and ±100 for the full control effect
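U2OS cells transduced with wild-type KCNH2 virus are loaded with FluxOr dye for 45 min, and thallium flux is measured in kinetic reads before and after stimulation buffer. Rate constants are normalized to DMSO controls.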
Menin MLL FP TR: inhibitors of human menin-MLL interaction, mutant MLL peptide; O00255; Menin + Texas Red MLL mutant peptide, fluorescence polarization; Potency, µM (highest dose often 61.6 µM), inactives show at the highest dose FP activity change, negative = inhibition, most hits filed as inhibitors; 270,000 tested, 0.23% active; AID 1768; active = well fitted inhibition curve with a large enough effect in the polarisation, with a control signal flat, not every such curve was filed as active; inconclusive = small, poorly fitted or top-dose-only effect, or effect the other way, or a change in a side signal; inactive = no such curve, though single readings can be large or run the other way; the % refers to the polarisation; also: potency is read from the fitted curve at half-maximal effect; % of control where 0% means no effect; many of its hits are not listed in these tables
S-ASM inh: inhibitors of human secretory acid sphingomyelinase; P17405; placental ASM, HMU-PC fluorogenic substrate, 60 min; AID 504937; Potency, µM (highest dose often 57.5 µM), inactives show at the top dose activity change, negative = inhibition, hits mostly inhibitors; 340,000 tested, 0.006% active; also: potency is read from the fitted curve at half-maximal effect
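qHTS format. ASM enzyme prepared from human placenta hydrolyses the fluorogenic substrate HMU-PC0 (9 uM final) over 60 min at 37 °C after a 10 min compound preincubation.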
PKM2 activator: increases activity of human pyruvate kinase M2; purified PKM2, Kinase-Glo ATP luminescence, activation; response scale: 0% is enzyme alone, no compound; Potency, µM (series often up to 57.5 µM), for the others: at the highest dose activation, usual class: activators; 260,000 tested, 0.34% active; AID 1631; also: potency is read from the fitted curve at half-maximal effect; % is scaled to controls: 0 for no effect and ±100 for the full control effect; nearly all actives have a fitted effect of over 55% in size
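Purified hPK-M2 (>95%) run at intermediate activity with 0.1 mM ADP and 0.5 mM PEP in 50 mM imidazole pH 7.2, KCl, MgCl2; 1 h room temperature. ATP formed read by Kinase-Glo luminescence; normalized to uninhibited and no-enzyme controls.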
TSHR antag: blocks TSH signaling through the human TSH receptor. TSHR-expressing cells, TSH-stimulated cAMP HTRF, 2 h; hits give low values. activity change, negative = inhibition, % at 11.5 µM. 330,000 tested, 0.2% active. AID 504810;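 active = activity change below a set negative limit, meaning inhibition stronger than a set level, cut at about -70% in these data; inconclusive = activity change between two set negative limits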; also: % is scaled to controls: 0 for no effect and ±100 for the full control effect
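TSHR-expressing cells, 200/well, pre-treated with compound, then stimulated with EC80 TSH (4nM final) for 2 hours at 37 deg C. cAMP measured by competitive HTRF: anti-cAMP cryptate antibody in lysis buffer plus cAMP-d2, read after 30 minutes at room temperature.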
USP2a block: inhibitors of human ubiquitin-specific protease USP2a. AID 463254. USP2 core, Ub-CHOP2 coupled fluorogenic reporter, 485/531. Potency, µM (series often up to 38.3 µM), for inactives: at the highest dose activity change, negative = inhibition, hits mostly inhibitors. 330,000 tested, 0.01% active;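 also: potency is read from the fitted curve at half-maximal effect; plate controls were DMSO wells for no effect and full inhibition by NEM control for full effect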
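Cell-free coupled assay: 10nM USP2 core preincubated 30min RT with compound in Tris-HCl pH 8.0/CaCl2/CHAPS buffer, then 25nM Ub-CHOP2 and 25nM reporter substrate; fluorescence (Ex 485/Em 531) read after 60min RT, normalized to NEM inhibition, concentration-response curves fitted.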
MBNL1 CUG block: blocks human MBNL1 binding to CUG repeat RNA; Q9NR56; TR-FRET MBNL1-His/biotin-(CUG)12 binding, 665/545 ratio; Potency, µM (highest dose often 57.5 µM), inactives show top-dose activity change, negative = inhibition, usual class: inhibitors; 280,000 tested, 0.036% active; active = well fitted inhibition curve with a large enough effect in the signal ratio, with a control signal flat, not every such curve was filed as active; inconclusive = small, poorly fitted or top-dose-only effect, or effect the other way, or a change in a side signal; inactive = no such curve, though single readings can be large or run the other way; the % refers to the signal ratio; also: potency is read from the fitted curve at half-maximal effect; % is scaled to controls: 0 for no effect and ±100 for the full control effect
Target sequence (Q9NR56 whole entry, looked up): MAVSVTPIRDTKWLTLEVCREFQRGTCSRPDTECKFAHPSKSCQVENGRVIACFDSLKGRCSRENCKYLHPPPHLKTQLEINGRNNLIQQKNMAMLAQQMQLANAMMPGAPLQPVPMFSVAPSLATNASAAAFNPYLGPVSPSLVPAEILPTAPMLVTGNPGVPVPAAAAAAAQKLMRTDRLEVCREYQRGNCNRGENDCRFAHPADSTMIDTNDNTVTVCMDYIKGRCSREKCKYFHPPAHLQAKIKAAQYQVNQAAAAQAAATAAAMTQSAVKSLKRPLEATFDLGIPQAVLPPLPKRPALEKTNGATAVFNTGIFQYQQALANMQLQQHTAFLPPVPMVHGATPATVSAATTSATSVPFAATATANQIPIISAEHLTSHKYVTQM
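Ratiometric TR-FRET (665 over 545 nm, excitation 340 nm) tracks disruption of MBNL1-His/biotin-(CUG)12 complex after 60 min at room temperature, with compounds at 92 nM to 58 uM final.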
GALK inh: galactokinase (human) inhibition; 270,000 tested, 0.007% active; P51570; Purified GALK, Kinase-Glo residual ATP luminescence; AID 1868; Potency, µM (highest dose often 57.5 µM), inactives show at the highest dose activity change, negative = inhibition, most hits filed as inhibitors; also: potency is read from the fitted curve at half-maximal effect; % is scaled to controls: 0 for no effect and ±100 for the full control effect
Target sequence (P51570 whole entry, looked up): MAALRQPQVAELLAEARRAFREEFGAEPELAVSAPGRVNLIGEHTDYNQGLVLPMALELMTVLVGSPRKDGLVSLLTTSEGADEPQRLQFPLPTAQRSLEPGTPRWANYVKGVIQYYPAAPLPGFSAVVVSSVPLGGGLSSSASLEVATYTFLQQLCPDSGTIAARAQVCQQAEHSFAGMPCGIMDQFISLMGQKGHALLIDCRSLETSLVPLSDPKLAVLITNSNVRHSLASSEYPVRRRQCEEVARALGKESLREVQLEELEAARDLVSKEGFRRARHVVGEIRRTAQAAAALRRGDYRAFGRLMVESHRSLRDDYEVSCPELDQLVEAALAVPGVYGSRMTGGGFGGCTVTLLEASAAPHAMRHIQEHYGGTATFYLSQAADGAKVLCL
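Galactose (100 uM) and ATP (35 uM) were turned over by 5 nM GALK for 1 h at RT. Kinase-Glo Plus then converted the remaining ATP into a luminescent signal.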
Mito fusion yeast: mitochondrial division inhibition or fusion activation; S. cerevisiae fusion-defective mutant growth rescue, CellTiterGlo 48 h; Potency, µM (titrated, usually from 46.1 µM), for inactives: top-dose growth rescue (activation), actives largely listed as activators; 320,000 tested, 0.23% active;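 also: potency is read from the fitted curve at half-maximal effect; % of control where 0% means no effect; nearly all actives have a fitted effect of over 45% in size; temperature-sensitive fusion mutants such as fzo1-1 at 37 °C on non-fermentable ethanol glycerol medium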
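Luminescent cell viability in 1536-well qHTS format served as the measure of rescued growth in ts fusion-mutant S. cerevisiae cultured on non-fermentable YPEG for 48 hours at 37C.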
BCR signal inh: chronic active BCR signaling inhibition. ABC-DLBCL IkBa-CBG/CBR reporter, luminescence ratio, 4 h. Potency, µM (highest dose often 46.1 µM), without a hit: at the highest dose ratio change, negative = lower green/red ratio, hits mostly inhibitors. 340,000 tested, 0.05% active; active = well fitted inhibition curve with a large enough effect in the signal ratio, with a control signal flat, not every such curve was filed as active; inconclusive = small, poorly fitted or top-dose-only effect, or effect the other way, or a change in a side signal; the % refers to the signal ratio;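 also: potency is read from the fitted curve at half-maximal effect; plate controls were basal doxycycline-induced cells for no effect and cells given 10 µM MG132 for full effect; MG132 reads +100%, hits lower the ratio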
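Doxycycline induced both beetle luciferases in TMD8 lymphoma cells; IKK-driven degradation limits the IkappaBalpha-fused green signal, while red luminescence normalises for cell number and nonspecific effects. Compounds tested up to 46 uM, 4 hrs.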
Eya2 phos inh: inhibitors of human Eya2 phosphatase activity | O00167 | recombinant Eya2, OMFP fluorescence dephosphorylation (OMFP is methylfluorescein phosphate) | Potency, µM (doses to about 76.9 µM), without a hit: at the top dose activity, negative = inhibition, actives largely listed as inhibitors | 330,000 tested, 0.006% active; also: potency is read from the fitted curve at half-maximal effect; % is scaled to controls: 0 for no effect and ±100 for the full control effect
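Eya2 (0.2 uM) preincubated 10 min at ambient with compound, then OMFP substrate added at 50 uM; 10 min reaction in 50 mM HEPES pH 7.5, 50 mM NaCl, 5 uM MgCl2, 0.05% BSA, 1 mM DTT. Fluorescence read at Ex 485/Em 525 nm.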
* hit, by the source's call; ? = inconclusive; / = no result given; [ ] = remark or other dose. Unless noted, calls follow the shape of the dose curve; as a rule, active = well fitted curve in the direction sought with a large enough effect; inconclusive = small, poorly fitted or top-dose-only effect, or another doubt; inactive = no such curve, though single readings can be large; an effect the other way counts as inactive or inconclusive. The list is partial; rates above refer to the full screens.

mol,hERG WT inh,Menin MLL FP TR,S-ASM inh,PKM2 activator,TSHR antag,USP2a block,MBNL1 CUG block,GALK inh,Mito fusion yeast,BCR signal inh,Eya2 phos inh
Cc1[nH]c2ccc(C(=O)N3CCN(c4ccccc4Cl)CC3)cc2c1C,-78*,-1%,-16%,/,-1,-1%,-3%,1%,8%,-5%,-3%
CC(C)N(C(=O)COC(=O)c1ccc(Cl)s1)c1ccccc1,1,/,0%,/,-23,2%,/,/,3%,6%,26%
CSc1ccccc1OCc1cc(C(=O)NCCC2=CCCCC2)no1,-6,15%,/,-3%,-5,0%,6%,-6%,1%,1%,14%
O=C1CCCC(=O)N1c1ccc(O)cc1,7,3%,3%,-1%,23,3%,0%,-2%,5%,?,4%
COC(=O)C(Cc1ccccc1)NC(=O)CSc1nc(N)cc(=O)[nH]1 (stereo not drawn),-3,2%,0%,1%,-3,1%,-19%,0%,0%,11%,-5%
CC(=O)Oc1ccc(C(=O)Nc2cc(NC(=O)c3ccc(OC(C)=O)cc3)cc(C(=O)NC(C)(C)C)c2)cc1,-4,6%,-9%,-5%,-14,-1%,/,-1%,-4%,?,-8%
Cc1ccc(C(=O)N2CCCC(CCC(=O)N3CCN(c4ccccn4)CC3)C2)cc1C (stereo not drawn),-18,/,-2%,/,-16,-4%,-1%,4%,-2%,-1%,6%
Cc1cc(C)cc(N2CC(C(=O)O)CC2=O)c1 (stereo not drawn),1,-4%,2%,4%,7,2%,1%,0%,0%,?,-12%

Limited to MBNL1 CUG block, PKM2 activator and GALK inh, for some of the entries so far:
SMILES | MBNL1 CUG block | PKM2 activator | GALK inh
CSc1ccccc1OCc1cc(C(=O)NCCC2=CCCCC2)no1 | 6% | -3% | -6%
O=C1CCCC(=O)N1c1ccc(O)cc1 | 0% | -1% | -2%

More structures
mol,hERG WT inh,Menin MLL FP TR,S-ASM inh,PKM2 activator,TSHR antag,USP2a block,MBNL1 CUG block,GALK inh,Mito fusion yeast,BCR signal inh,Eya2 phos inh
Cc1ncc(CO)c2cc(C(N)=O)c(=Nc3ccccc3)oc12,-3,-18%,-8%,0%,-14,0%,?,2%,0%,?,-13%
Cc1ccc(C)c(Cn2c(CO)nc3ccccc32)c1,2,-24%,2%,-2%,4,1%,-19%,-1%,-6%,2%,11%
COCC1CCCCN1C(=O)c1ccc(OC2CCN(Cc3ccccn3)CC2)cc1 (stereo not drawn),0,-14%,2%,-6%,-4,3%,-2%,-2%,1%,4%,-2%
COc1ccc(-c2cc(-c3ccccc3)nc(SCC(=O)Nc3nccs3)c2C#N)cc1,-14,?,-2%,-1%,13,5%,0%,2%,-1%,0%,-21%
Cn1nnnc1SCC(=O)Nc1ccccc1Cc1ccccc1,-4,1%,1%,-3%,-9,0%,-1%,-2%,3%,-1%,-9%
CCOC(=O)c1c(NC(=O)C2C3C=CC(C3)C2C(=O)O)sc2c1CC(C)CC2 (stereo not drawn),-16,-20%,-10%,-9%,-21,4%,?,-2%,-6%,10%,1%
N/C(=N\OC(=O)c1ccc(Br)o1)c1ccccn1,-2,-2%,9%,-35%,2,3%,-5%,8%,-12%,?,-11%
Cc1ccc(-c2csc(NC(=O)N3CCOCC3)n2)cc1,-13,-2%,0%,-5%,-8,4%,-4%,-1%,-10%,5%,-6%
CN(c1ncnc(N)c1[N+](=O)[O-])C1CCCCC1,-17,3%,-1%,/,6,-3%,15%,9%,-1%,5%,-11%
Cc1oc2c(CN3CCCCC3)c(O)ccc2c(=O)c1-c1ccc(Cl)cc1,5,?,83%[activator],/,1,-1%,-3%,/,1%,0%,-17%

Part of the list above in order of number of heavy atoms, descending.
mol,hERG WT inh,Menin MLL FP TR,S-ASM inh,PKM2 activator,TSHR antag,USP2a block,MBNL1 CUG block,GALK inh,Mito fusion yeast,BCR signal inh,Eya2 phos inh
CCOC(=O)c1c(NC(=O)C2C3C=CC(C3)C2C(=O)O)sc2c1CC(C)CC2 (stereo not drawn),-16,-20%,-10%,-9%,-21,4%,?,-2%,-6%,10%,1%
Cn1nnnc1SCC(=O)Nc1ccccc1Cc1ccccc1,-4,1%,1%,-3%,-9,0%,-1%,-2%,3%,-1%,-9%
Cc1ncc(CO)c2cc(C(N)=O)c(=Nc3ccccc3)oc12,-3,-18%,-8%,0%,-14,0%,?,2%,0%,?,-13%

Screening results (PubChem BioAssay)
